# Source: PubChem
# DRD3 agonist = agonists of human D3 dopamine receptor | P35462 | D3R DiscoveRx beta-arrestin cells, luminescence, 90 min | max activation, % | hit rate 0.58% among 410,000; in the data active means max activation above about 30%; further: 0% is about no effect; mostly tested at two doses, the higher about 12 µM
# Target sequence (P35462 whole entry, looked up): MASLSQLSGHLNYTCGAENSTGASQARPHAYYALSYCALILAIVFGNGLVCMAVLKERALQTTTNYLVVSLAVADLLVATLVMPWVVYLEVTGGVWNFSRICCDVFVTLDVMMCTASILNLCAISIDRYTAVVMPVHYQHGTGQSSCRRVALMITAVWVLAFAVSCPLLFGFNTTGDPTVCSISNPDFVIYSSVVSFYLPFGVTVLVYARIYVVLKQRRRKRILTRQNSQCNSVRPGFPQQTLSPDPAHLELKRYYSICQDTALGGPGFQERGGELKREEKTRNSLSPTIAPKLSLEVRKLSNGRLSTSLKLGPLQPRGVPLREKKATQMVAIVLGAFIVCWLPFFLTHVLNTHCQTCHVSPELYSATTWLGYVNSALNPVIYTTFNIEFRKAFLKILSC
#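 Cells at 1500/well, incubated overnight, then treated with pinned compounds (dopamine as control) for 90 min at 37 degrees C. DiscoveRx reagent added for 30 - 60 minutes at room temperature; luminescence read.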
# KB-V1 cytotox = KB-V1 MDR subline cytotoxicity | KB-V1 MDR cells viability, CellTiter-Glo, 72 h | Potency, µM (series often up to 46.1 µM), inactives show at the highest dose activity change, negative = cytotoxicity, hits mostly cytotoxic | hit rate 3.4% among 400,000; further: potency means the concentration at half of the fitted maximal effect; on the % scale 0 is the no-effect control and ±100 the full control effect; nearly all actives have a fitted effect of over 60% in size
#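 qHTS viability screen in drug-selected KB-V1 MDR cells: 72 h compound treatment at 37 degrees C, ATP luminescence end point.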
# KB-3-1 cytotox = kills parental KB-3-1 adenocarcinoma cells. KB-3-1 viability, CellTiter-Glo ATP luminescence, 72 h. Potency, µM (doses to about 46.1 µM), inactives show top-dose activity change, negative = cytotoxic, actives largely listed as cytotoxic. hit rate 1.4% among 400,000. AID 1347075; further: potency means the concentration at half of the fitted maximal effect; on the % scale 0 is the no-effect control and ±100 the full control effect; nearly all actives have a fitted effect of over 60% in size
#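 Parental KB-3-1 viability, qHTS format: 72 h compound exposure, 37 °C; CellTiter-Glo; media-only wells and DMSO plates as controls; concentration-effect fits on corrected data.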
# SW480 rereplic = DNA re-replication induction in SW480 cells; Potency, µM (titrated, usually from 46.1 µM), inactives show top-dose re-replication activation, most hits filed as activators; hit rate 1.8% among 340,000; AID 624297; SW480 DNA re-replication, Hoechst DNA content imaging, 48 h; further: potency means the concentration at half of the fitted maximal effect; % of control where 0% means no effect; nearly all actives have a fitted effect of over 55% in size
#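 SW480 cells exposed to compounds for 48 hr at 37 C, 5% CO2, then Hoechst-stained 40 min. Nuclear DNA content imaged by fluorescence scanning (405 nm excitation, 500-530 nm emission); re-replication scored as increased high-intensity nuclei.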
# IL-1B inflam inh = inflammasome signaling inhibition, IL-1 beta readout; THP-1 LPS/ATP IL-1B secretion, AlphaLISA, 16 h; hits give low values; activity change, % at 57.5 µM; hit rate 4.7% among 360,000; AID 743279; in the data active means activity change below about -50%; inconclusive means mostly about -30% to -49%; further: on the % scale 0 is the no-effect control and ±100 the full control effect
#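 THP-1 cells pretreated 1 hr with compounds (up to 57.5 uM final), then stimulated with LPS (250 ng/mL final) plus ATP (1.25 mM final); secreted IL-1B measured by AlphaLISA after 16 hr, decreased signal indicating inhibition.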
# HT1080NT lethal = kills 2HG-producing HT-1080-NT fibrosarcoma cells; HT-1080-NT fibrosarcoma viability, CellTiter-Glo ATP luminescence, 48 h; Potency, µM (titrated, usually from 46.1 µM), for the others: at the highest dose activity, negative = less viability, hits mostly cytotoxic; hit rate 1.6% among 360,000; AID 686970;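 further: NT is the 2HG producing partner of a matched IDH1 knockdown line; potency means the concentration at half of the fitted maximal effect; 0% = DMSO-treated cells and -100% = media-only wells without cells; nearly all actives have a fitted effect of over 55% in size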
#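 HT-1080-NT fibrosarcoma cells (2HG-overproducing), 750 cells/well in RPMI with 5% FBS, dosed after 2 h and incubated 48 h at 37C. CellTiter-Glo luminescence normalized to DMSO and no-cell wells; concentration-response curves fitted and classed.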
# GLP-1R agonist = GLP-1 receptor (human) agonism | P43220 | HEK293 GLP-1R CRE-luciferase, luminescence, 4-6 h; cells express a hypersensitive GLP-1R form | Potency, µM (doses to about 45.6 µM), without a hit: at the highest dose activation, most hits filed as activators | hit rate 0.007% among 380,000 | AID 624172; further: potency means the concentration at half of the fitted maximal effect; % of control where 0% means no effect
# Target sequence (P43220 whole entry, looked up): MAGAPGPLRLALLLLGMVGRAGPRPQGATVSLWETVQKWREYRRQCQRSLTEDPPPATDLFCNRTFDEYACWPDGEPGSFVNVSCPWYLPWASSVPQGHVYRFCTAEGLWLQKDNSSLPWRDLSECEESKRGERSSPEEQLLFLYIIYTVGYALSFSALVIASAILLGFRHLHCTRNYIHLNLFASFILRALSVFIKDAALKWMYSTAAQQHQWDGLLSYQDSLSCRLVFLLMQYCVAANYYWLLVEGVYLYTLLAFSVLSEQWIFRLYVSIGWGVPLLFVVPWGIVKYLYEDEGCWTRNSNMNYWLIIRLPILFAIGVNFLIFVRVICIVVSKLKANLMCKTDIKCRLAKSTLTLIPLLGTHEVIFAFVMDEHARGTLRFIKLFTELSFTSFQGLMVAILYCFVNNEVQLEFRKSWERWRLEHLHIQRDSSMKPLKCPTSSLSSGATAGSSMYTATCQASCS
# HT1080 IDH1KD tx = HT-1080 IDH1 knockdown cell toxicity (counter line). HT-1080 IDH1 knockdown viability, ATP luminescence, 48 h. Potency, µM (series often up to 46.1 µM), without a hit: at the top dose activity, negative = toxicity, most hits filed as cytotoxic. hit rate 2% among 360,000;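 further: potency means the concentration at half of the fitted maximal effect; 0% = DMSO wells and -100% = cell-free medium wells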
#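 In this qHTS, HT-1080 cells depleted of IDH1 are exposed for 48 h at 37 °C to compound titrations. Toxicity is scored from CellTiter-Glo luminescence, with DMSO as full viability and medium alone as none.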
# D3 antag = D3 dopamine receptor (human) antagonism; hit rate 2.5% among 360,000; AID 652054; D3R cells, DiscoveRx beta-arrestin luminescence, antagonist mode; hits give low values; max response, negative = inhibition, %; P35462; in the data active means max response below about -50%; inconclusive means no clear call, values can overlap the other calls; further: on the % scale 0 is the no-effect control and ±100 the full control effect; mostly tested at two doses, the higher about 12 µM
#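 Cells expressing the human receptor were seeded at 1500 cells/well, incubated overnight at 37 degrees C in 5% CO2, then exposed to library compounds with dopamine controls for 90 minutes at 37 degrees C before luminescent detection.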
# Numbers without * were called inactive; ? = inconclusive; / = not tested or not shown; [ ] = remark or other dose. Unless noted, the call rests on the fitted dose curve; in most records, active means well fitted curve in the direction sought with a large enough effect; inconclusive means small, poorly fitted or top-dose-only effect, or another doubt; inactive means no such curve, though single readings can be large; an effect the other way counts as inactive or inconclusive.
# Screens in order – D3 antag, SW480 rereplic, HT1080 IDH1KD tx, KB-V1 cytotox, KB-3-1 cytotox, IL-1B inflam inh, GLP-1R agonist, HT1080NT lethal, DRD3 agonist
C/C(=N\N)c1c(-c2ccccc2)c2cc(C)ccc2[nH]c1=O
→ -2.1, ?, 9.9%, 0.0%, 3.2%, -16.5, 0.5%, 13.3%, 1.9
Cc1ccc(C(=O)NC2CCCCCCC2)c(Cl)c1
→ -19.0, -2.7%, -4.3%, -3.5%, -6.2%, -0.2, -0.4%, -2.0%, 0.3
C=CCSc1nnc(NC(=O)c2ccc(Cl)nc2)s1
→ -23.0, -0.4%, 0.7%, 1.1%, -2.6%, 15.1, -1.8%, 9.3%, 0.2
CCOC(=O)C1CCCN(c2nnnn2-c2ccccc2)C1 (configuration not stated)
→ 12.4, -7.4%, 10.5%, 5.0%, 16.7%, -6.8, 6.4%, 6.3%, 1.9
O=C(N/N=C/c1ccco1)c1cc(-c2ccc3ccccc3c2)n[nH]1
→ -74.9*, 23.1µM*, ?, -0.4%, -19.1%, -67.2*, -11.2%, ?, 1.4
COc1ccc(N(C(=O)c2snc(C(N)=O)c2N)C(C(=O)NCc2ccc(F)cc2)c2ccc(C)o2)c(OC)c1 (configuration not stated)
→ -6.8, ?, -22.7%, 3.6%, -8.8%, -21.4, 1.4%, -23.9%, -4.3
Cc1cn(CC(=O)NCCNc2ccc([N+](=O)[O-])cn2)c(=O)[nH]c1=O
→ 11.0, -6.4%, 3.1%, 0.0%, 0.0%, 29.9, 5.3%, -0.3%, -0.3
COc1cccc(-c2csc3ncnc(Sc4nnnn4C)c23)c1
→ /, 0.326µM*, /, ?, ?, /, -1.7%, /, /
COc1ccccc1OCC(=O)NC1CC(C)(C)NC(C)(C)C1
→ 3.0, -0.1%, 3.3%, 3.1%, -0.7%, 0.6, 5.9%, 6.9%, 0.1
CN1CCN(c2ccc(S(=O)(=O)N3CCOCC3)cc2NC(=O)Cc2ccccc2F)CC1
→ -1.8, 3.7%, 0.1%, -7.6%, 6.5%, -15.2, 5.8%, 3.8%, -0.9
COc1cc(/C=N/NC(=O)c2ccoc2C)ccc1O
→ -1.5, -26.7%, -11.0%, ?, -4.1%, -9.4, -1.2%, 15.1%, 3.1
COc1ccc(C(=O)COc2ccc3ccc(=O)oc3c2)c(OC)c1
→ -0.9, 3.4%, ?, -2.4%, -0.3%, 0.0, 8.2%, ?, 2.0
CCn1c(COC(=O)CNC(=O)c2ccccc2)nc2cc(S(=O)(=O)N(C)C)ccc21
→ -6.8, -6.1%, -1.1%, 11.2%, -5.4%, -2.0, 19.9%, -21.1%, -0.8
CCOC(=O)C1(Cc2cccc(OC)c2)CCN(Cc2ccccc2OC)CC1
→ ?, -1.0%, ?, ?, -3.7%, -4.9, 11.7%, ?, -19.9
O=C(O)COc1ccc(/C=N/NC(=O)C2CCCN2S(=O)(=O)c2ccc(Cl)cc2)cc1 (configuration not stated)
→ -20.7, -0.3%, 6.1%, ?, 12.7%, 19.1, 8.2%, 8.9%, -8.1
CCOC(=O)NC(=O)CSc1nc2ccc([N+](=O)[O-])cc2[nH]1
→ 0.5, -4.9%, -0.9%, -10.9%, -1.9%, 0.0, 1.4%, -1.6%, -2.6
COc1cc(C(=O)NCc2ccc(F)cc2)cc(Cl)c1OC
→ 12.3, -0.6%, 1.1%, -13.0%, -1.3%, 3.6, 4.3%, 5.3%, -30.0
O=C(Nc1ccc(N2CCOCC2)cc1)c1ccc(S(=O)(=O)N2CCCCC2)cc1
→ -7.5, 1.4%, 3.1%, -1.6%, -3.9%, 0.2, -10.6%, 4.3%, 1.3
CC(C)c1cc(C(=O)OCC(=O)NC2CCS(=O)(=O)C2)c(O)c(C(C)C)c1 (configuration not stated)
→ 0.0, /, -1.9%, 16.2%, 1.3%, 4.3, 10.6%, 0.3%, -3.3
CCOC(=O)C1CCCN(C(=O)C2c3ccccc3Oc3ccccc32)C1 (configuration not stated)
→ 1.5, -3.6%, 0.7%, 11.6µM*, 3.4%, -27.8, -0.2%, 6.4%, 2.9
CCOc1ccccc1NC(=O)CN1CCN(Cc2ccccc2)CC1
→ 1.7, -7.0%, -0.2%, 3.3%, -0.4%, -9.8, 5.7%, -5.1%, 0.1
COc1ccc(CN2C(=O)C(CC(=O)NCCN3CCOCC3)CC(C(=O)N(C)C)=C2C)cc1 (configuration not stated)
→ -20.9, /, 1.9%, 4.4%, 0.1%, 0.8, -2.8%, -1.2%, -6.4
CCCn1c(SCC(=O)c2cc(C)ccc2C)n[nH]c1=O
→ 0.0, -8.1%, 17.9%, -20.7%, 6.5%, -2.7, 12.0%, 18.8%, -8.2
CC(C)C(c1nnnn1Cc1ccc(F)cc1)N1CCN(c2ccc(O)cc2)CC1 (configuration not stated)
→ -16.4, 29.8%, -8.1%, ?, -9.6%, -18.1, 0.2%, -1.9%, -0.3
Cc1cc(C(=O)COC(=O)C2=NNC(=O)CC2)c(C)n1-c1cccc(C(F)(F)F)c1
→ 19.7, -5.7%, 2.2%, 0.0%, -5.8%, 5.1, 6.7%, 4.2%, 40.5*
Cc1cc(Br)ccc1NCc1ccccn1
→ -24.7, 18.4µM*, -8.3%, ?, -19.8%, -14.1, 19.5%, 4.0%, -18.9
COc1ccc(OC)c(S(=O)(=O)NCc2nc3nc(C)cc(C)n3n2)c1
→ 4.5, 1.2%, 16.3%, -18.3%, ?, -2.9, -0.9%, 3.1%, -1.3
Nc1nc(SCC(=O)NC2CCCc3ccccc32)n[nH]1 (configuration not stated)
→ 3.1, -2.7%, 13.3%, 5.3%, -5.8%, 10.0, 1.7%, 10.4%, 3.2
Cc1ccccc1Cn1c(=O)n(CCCCC(=O)NCc2ccccc2Cl)c(=O)c2ccccc21
→ /, /, /, -12.3%, -8.0%, /, 0.5%, /, -8.1
COc1cc(Cl)cc2c1Sc1ccccc1/C2=C/CCN(C)C
→ -76.8*, ?, ?, ?, ?, -60.1*, 5.2%, ?, 1.2
CCCCS(=O)(=O)N1CCC(C(=O)Oc2ccc(Cl)cc2)CC1
→ -13.7, 5.1%, -1.6%, 1.9%, -10.4%, 5.2, 6.6%, -2.3%, 1.3
CN1CCN(c2nc3c(c(=O)[nH]c(=O)n3C)n2CCCSc2nnnn2-c2ccccc2)CC1
→ -10.3, 5.0%, 0.7%, 3.1%, 8.4%, 6.1, 8.2%, -5.3%, -6.2
COC(=O)Cn1cccc1C(=O)c1ccccc1
→ -9.4, -11.0%, 0.6%, 2.5%, 8.3%, 3.8, -10.2%, 10.2%, -1.7
C/C(=N\Nc1ccc2nncn2n1)c1ccco1
→ 4.8, -11.7%, -3.0%, 21.1%, -15.0%, 2.9, 0.2%, -3.2%, 3.6
O=C(Nc1ccccc1Cl)C(Cl)C(=O)c1ccccc1 (configuration not stated)
→ -25.1, 5.7%, 18.2%, 10.8%, -0.2%, -67.7*, 3.5%, 12.3%, -12.9
Cc1ccc2c(CN3CCCCC3C)cc(=O)oc2c1C (configuration not stated)
→ 15.5, 0.7%, -4.9%, -10.6%, -3.7%, -25.7, 18.6%, 10.6%, -4.1
COc1ccc2nc(/C=N/NC(=O)CCCCCNC(=O)OC(C)(C)C)ccc2c1
→ 7.2, -35.5%[inhibitor], -19.5%, -25.8%, -2.2%, -4.7, -0.1%, -7.2%, 10.6
O=C(c1[nH]c(C(F)(F)F)nc1-c1ccccc1)N1CCN(c2c(Cl)cncc2Cl)CC1
→ -11.0, /, -14.1%, 9.2%, 0.1%, 2.9, 9.7%, -13.9%, -9.6
Cc1cc2nc3c(nc2cc1C)C(O)=C3O
→ 4.9, 1.5%, 5.4%, 0.0%, 8.6%, -3.1, -1.7%, 0.1%, 3.7
CCN(CC)S(=O)(=O)c1ccc(NC(=O)c2c(-c3ccccc3)noc2C)cc1
→ -28.8, 18.6%, -10.6%, -2.1%, ?, -4.4, 7.9%, -3.4%, -2.7
Cc1ccc(C)c(C(=O)CCC(=O)N2CCN(c3ncccn3)CC2)c1
→ ?, 6.1%, 11.5%, -4.9%, 10.9%, -13.4, 25.8%, 17.8%, 2.4
O=C1c2ccccc2C(=O)N1CCc1nc(-c2ccc(Cl)cc2)no1
→ 28.2, -6.6%, 5.0%, -7.6%, 0.1%, -7.6, -11.1%, 4.4%, 10.4
CC1=CC(c2ccc(Cl)cc2)n2ncnc2N1 (configuration not stated)
→ 24.8, -6.0%, -0.4%, -10.0%, 0.0%, 40.8, 1.5%, 0.5%, 0.5
COc1ccc(C(=O)N[C@H]2CCCCNC2=O)cc1OC1CCN(C(C)C)CC1
→ 6.9, -4.0%, 17.6%, 7.5%, 17.9%, -7.3, -4.9%, 11.3%, 0.0
Cc1cc[n+](-c2[nH]c(=O)sc2/C=N/NC(=O)c2ccccc2[O-])cc1C
→ -4.2, /, 9.2%, -15.8%, -3.3%, 0.0, -16.5%, 8.8%, 3.2

# Another view of some results above.
compound | D3 antag | SW480 rereplic | HT1080 IDH1KD tx | KB-V1 cytotox | KB-3-1 cytotox | IL-1B inflam inh | GLP-1R agonist | HT1080NT lethal | DRD3 agonist
CCn1c(COC(=O)CNC(=O)c2ccccc2)nc2cc(S(=O)(=O)N(C)C)ccc21 | -6.8 | -6.1% | -1.1% | 11.2% | -5.4% | -2.0 | 19.9% | -21.1% | -0.8
CCOC(=O)C1(Cc2cccc(OC)c2)CCN(Cc2ccccc2OC)CC1 | ? | -1.0% | ? | ? | -3.7% | -4.9 | 11.7% | ? | -19.9

# Shown bar-delimited: two of the compounds above.
smiles | D3 antag | SW480 rereplic | HT1080 IDH1KD tx | KB-V1 cytotox | KB-3-1 cytotox | IL-1B inflam inh | GLP-1R agonist | HT1080NT lethal | DRD3 agonist
COc1ccc(C(=O)N[C@H]2CCCCNC2=O)cc1OC1CCN(C(C)C)CC1 | 6.9 | -4.0% | 17.6% | 7.5% | 17.9% | -7.3 | -4.9% | 11.3% | 0.0
CC1=CC(c2ccc(Cl)cc2)n2ncnc2N1 (configuration not stated) | 24.8 | -6.0% | -0.4% | -10.0% | 0.0% | 40.8 | 1.5% | 0.5% | 0.5
